Compound activity: PubChem BioAssay, Broad Institute
ARNT TACC3 PPI – disruptors of human ARNT/TACC3 interaction; AlphaScreen His-ARNT PAS-B/GST-TACC3 binding, luminescence; TACC3 fragment carries E629A point mutation; inhibition, % at 9.99 µM; actives 0.66% (n = 390,000);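 active = mean inhibition of replicates at least 50% and at least half of replicates each reaching 50%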;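 also: 0% = complete ARNT plus TACC3 wells and 100% = ARNT alone without TACC3; many hits fall short of the cut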
LGR2 antag – inhibitors of bursicon-induced Drosophila LGR2 receptor cAMP signaling; HEK293 LGR2, CRE-luciferase, bursicon-stimulated, 4 h; inhibition, % at 9.99 µM; actives 0.35% (n = 380,000);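 active = drop in luminescence signal, shown as inhibition above about 50% in the replicate tests, limit read from the data, passing the limit was not always enough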;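 also: agonist challenge used bursicon conditioned medium at about half maximal strength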
PAX8 inh HTS – PAX8 transcriptional activity inhibition; inhibition, % at 12.6 µM; actives 1.2% (n = 360,000); RMG-I TPO-luciferase reporter, SteadyGlo, 24 h; AID 652154;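 active = mean replicate inhibition at least 60% with every replicate also reaching 60%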;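 also: luciferase light reporting Pax8 driven TPO promoter activity; plate controls were median of neutral control wells for no effect and mitoxantrone controls for full effect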
PglD inh – blocks C. jejuni PglD acetyltransferase activity. purified PglD enzyme, DTNB colorimetric CoA detection. inhibition, % at 12.5 µM. actives 0.098% (n = 360,000). AID 602405; in the data active = inhibition above about 16%, passing the limit was not always enough; also: strong numbers were not always called active
INS-1E GSIS act – primary screen for activators of insulin secretion dependent on glucose, INS-1E cells, GLuc reporter luminescence | INS-1E GLuc reporter insulin secretion, 2-3 h | actives 0.61% (n = 370,000) | activation, % at 16.6 µM;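 active = lowest replicate activation of at least 40%, so every replicate reaches that level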;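 also: 0% = median of neutral control wells and 100% = median of IBMX positive control wells; some compounds called inactive have numbers as strong as hits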
Statin myotox sup – suppressors of simvastatin-induced myotoxicity in C2C12 myotubes; rescue of ATP level, % at 7.49 µM; ATP luminescence, 48 h; scaled: DMSO 0, geranylgeraniol control 100; actives 0.78% (n = 330,000);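 active = mean ATP rescue above about 67%, or every replicate alone reaching that limit, limit read from the data, passing the limit was not always enough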;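 also: myotubes were challenged with 10 µM simvastatin during compound exposure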
PGC1a acetyl inh – lowers PGC1a acetylation signal in U2OS cells; actives 0.17% (n = 350,000); inhibition, % at 15.6 µM; AlphaScreen anti-acetyl-lysine; with virally co-expressed GCN5 acetyltransferase; AID 651687;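 active = every replicate shows inhibition of at least 40%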;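 also: 0% = neutral control wells and 100% = positive control wells; some results beyond the cut were filed as inactive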
Cneo AK release – Cryptococcus neoformans lysis via adenylate kinase release; C. neoformans lysis, adenylate kinase release luminescence, 4 h; normalised: neutral wells 0, clomiphene wells 100; lysis activity, % at 15 µM; actives 0.2% (n = 360,000); AID 651654;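 active = mean lysis activity across replicates of at least 80%, whatever share of replicates individually reach that level; inactive = mean lysis activity below 80%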
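Test system: log-phase Cryptococcus neoformans yeast cells. Input: 5 × 10^6 yeast cells/mL. Medium: fresh YPD growth medium. Doses: single dose. Incubation: static 4 h at 37 °C with compound, 1 h detection. Measured by: luminescent adenylate kinase detection reagent. Read-out: signal increase indicating cell lysis. Benchmarks: Clomiphene.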
* hit, by the source's call; · = not tested or not shown; & = joins results of further samples. Not a hit list (roughly 2.9% active in at least one column).

SMILES | ARNT TACC3 PPI | LGR2 antag | PAX8 inh HTS | PglD inh | INS-1E GSIS act | Statin myotox sup | PGC1a acetyl inh | Cneo AK release
COC(=O)[C@@H]1CC[C@@](C)(c2ccc(OC)cc2)C1(C)C | -2 | 1 | 0 | -2 | · | 0 | 4 | 3
O=C(C[C@H]1C[C@@H]2c3cc(NC(=O)NC4CCCC4)ccc3O[C@@H]2[C@H](CO)O1)NCCN1CCCCC1 | 3 | -9 | -22 | -1 | -2 | 14 | 4 | 10
CN1C(=O)c2cc(NC(=O)c3ccc(F)c(F)c3)ccc2OC[C@H]2O[C@@H](CC(=O)O)CC[C@@H]21 | · | -8 | 0 | 2 | -3 | -2 | 4 | 4
CC(=O)N(C)C[C@@H]1Oc2cc(-c3ccncc3)ccc2S(=O)(=O)N([C@H](C)CO)C[C@H]1C | -2 | -12 | · | 2 | 7 | 12 | 6 | 2
Cc1onc(-c2ccc(Cl)cc2)c1-c1ccnn1S(=O)(=O)c1ccc(Cl)cc1 | -8 | 19 | 18 | 7 | 2 | · | -7 | -1
Cc1cc(OCC(=O)Nc2ccncc2)c(C)cc1Br | 29 | 1 | · | -7 | -12 | -39 | -14 | -4
C[C@H](CO)N1C[C@H](C)[C@H](CN(C)Cc2ccc3c(c2)OCO3)OCCCC[C@H](C)Oc2ccc(NC(=O)Nc3ccc(F)cc3)cc2C1=O | 11 | -10 | 59 | 0 | -22 | -311 | -10 | 8
CC(C)n1c(=S)[nH]c2scc(-c3cccs3)c2c1=O | 30 | 22 | 25 | 7 | -30 | -15 | 12 | 2
COCC(=O)Nc1ccc2c(c1)OC[C@@H](C)N(Cc1ccccc1)C[C@@H](C)[C@@H](OC)CN(C)C2=O | -1 | -3 | · | -2 | -2 | 12 | -13 | 3
Cc1ccc(S(=O)(=O)N2CC(=NN=C(N)N)C2)cc1 | 0 | -9 | -30 | 2 | 10 | -1 | · | 2
Cc1ccc(CC2CC(=O)N(c3ncccn3)C2=O)cc1 (configuration not stated) | -6 | -9 | 9 | · | 6 | · | · | ·
C[C@H](CO)N1C[C@H](C)[C@H](CN(C)Cc2ccc3c(c2)OCO3)Oc2ccc(NC(=O)C3CCCCC3)cc2CC1=O | 4 | 9 | · | 8 | -6 | 16 | -8 | 45
Cc1nc2c(C(=O)NCc3ccc4c(c3)OCO4)c[nH]n2c(=O)c1Cc1ccccc1F | 0 | -6 | · | · | -20 | · | 1 | ·
O=C(C1CCCC1)N1C[C@H]2[C@@H](c3ccccc31)[C@H](CO)N2C(=O)c1cccnc1 | 1 | -2 | 2 | -4 | 0 | -17 | -4 | -5
Cc1ccc(NS(=O)(=O)c2cccc(C(=O)NNC(=O)NC3CCCCC3)c2)c(C)c1 | 8 | · | -1 | 1 | · | · | 7 | -1
Oc1ccc(-c2nc3ccccn3c2NCc2ccco2)cc1 | 0 | · | · | -7 | · | 81* | 1 | 0
Cc1ccccc1S(=O)(=O)N1[C@@H](c2ccc(Br)cc2)C(C(=O)O)=CC[C@H]1c1ccc(Cl)cc1 | · | -5 | 5 | 12 | -33 | 4 | 15 | 9
COCCNC(=O)C[C@H]1C[C@@H]2c3cc(NC(=O)c4ccc5c(c4)OCO5)ccc3O[C@@H]2[C@@H](CO)O1 | 1 | -2 | -11 | 2 | 6 | 5 | -2 | 2
CC(C)c1ccc(CC(=O)N2CCC2(C)C(=O)Nc2ccc3c(c2)OCCO3)cc1 (configuration not stated) | · | 2 | -10 | -3 | -19 | -1 | -7 | 1
CCc1ccccc1NC(=S)Nn1cnnc1 | 4 | 9 | 8 | 0 | 6 | 5 | · | -2
O=C(CCCN=C1NS(=O)(=O)c2ccccc21)Nc1ccc(Cl)cc1 | 10 | -4 | -7 | -2 | 6 | 9 | 5 | -4
Cc1cc(C(=O)OCC(=O)N(C)c2ccccc2)c2ccccc2n1 | 2 | -8 | 0 | 1 | -7 | 1 | · | -2
CS(=O)(=O)N1[C@@H](CO)[C@@H](c2ccccc2)C12CN(C(=O)c1ccccc1F)C2 | · | 1 | 2 | · | 7 | · | -3 | ·
O=C(CCN1CCc2ccccc2C1)Nc1ccccc1F | -1 | · | 27 | 4 | · | 13 | -4 | 1
C[C@H]1CN([C@@H](C)CO)C(=O)c2cccc(NC(=O)c3ccncc3)c2O[C@@H]1CN(C)S(=O)(=O)c1ccc(F)cc1 | -12 | 15 | -6 | -2 | 6 | -1 | 10 | -2
CO[C@H]1CN(C)C(=O)c2cc(NC(=O)NC(C)C)ccc2OC[C@H](C)N(Cc2ccccn2)C[C@H]1C | 0 | 10 | 0 | 2 | 7 | 7 | -7 | -2
O=C1c2ccccc2C(=O)N1CC1c2ccccc2CCN1C(=O)C1CCCCC1 (configuration not stated) | 6 | · | · | -1 | · | 1 | 17 | 0
O=C(NN=Cc1ccccc1O)C(O)c1ccccc1 (configuration not stated) | 43* | -6 | -23 | 6 | -46 | -1 | 6 | 6
CC1CCc2nn(CC(=O)NCCN3CCCCC3C)cc2C1 (configuration not stated) | · | 6 | 4 | -4 | 16 | 1 | -1 | 1
COc1cc(-c2noc(C)c2C#CC2(N)CCCCC2)cc(OC)c1OC | 1 | 9 | 16 | -1 | · | -25 | -11 | -1
Cc1ccc(C)c(S(=O)(=O)N2CC(=O)Nc3ccccc32)c1 | -11 | · | -4 | 1 | · | -22 | 8 | 2
Cn1nc(-c2ccc(C(=O)O)cc2)c2ccccc2c1=O | -4 | · | 5 | -3 | · | -7 | 11 | 4
O=C(/C=C/c1cccs1)Nc1scc(-c2ccccc2)c1C(=O)O | -41 | · | -20 | · | -13 | · | 5 | ·
C#CCOCCOCCOCCNc1nc(N2CCN(C(=O)[C@H](CC(N)=O)n3cc([C@@H](N)CC(N)=O)nn3)CC2)nc(N2CCN(C(=O)[C@H](CC(N)=O)n3cc([C@@H](N)CC(N)=O)nn3)CC2)n1 | 46* | 9 | 3 | -2 | -8 | 3 | 2 | 2
C(=N\N1CCN(Cc2ccccc2)CC1)/c1ccccc1 | 10 | -38 | -50 | · | 6 | -8 | -2 | ·
C=CS(=O)(=O)N(Cc1ccc(Cl)c(Cl)c1)C[C@@H](O)CO | -1 | · | · | 4 | · | 2 | -65 | 0
O=C(c1ccco1)N(Cc1ccco1)Cc1cc2ccccc2[nH]c1=O | 2 | -6 | 0 | -1 | 39 | 17 | 2 | 0
CO[C@H]1CN(C)C(=O)c2ccc(NC(C)=O)cc2OC[C@@H](C)N(S(=O)(=O)c2cn(C)cn2)C[C@@H]1C | -8 | 14 | -6 | -3 | 12 | 7 | 0 | 4
Clc1ccc(-c2noc(CSc3nnc(-c4ccncc4)n3-c3ccccc3)n2)cc1 | 9 | 29 | · | 1 | -9 | -98 | 2 | 15
CCCCC(Sc1nc(N)c(NC(=O)c2ccc(OC)cc2)c(=O)[nH]1)C(=O)O (configuration not stated) | 2 | 7 | -11 | -3 | -7 | 0 | · | -1
COc1ccc(S(=O)(=O)N(C)C[C@@H]2OCc3ccccc3-c3c(n(C)c4ccccc34)C(=O)N([C@H](C)CO)C[C@@H]2C)cc1 | 7 | 12 | · | 2 | -19 | 1 | 8 | -1
CCOc1ccc2nc(N(CCCN(C)C)C(=O)c3ccc(C(=O)c4ccccc4)cc3)sc2c1 | · | 1 | -9 | 9 | -27 | · | · | 2
O=C(NCc1nc2ccccc2[nH]1)C1=C[C@H](c2coc3ccccc3c2=O)C[C@H](OCc2ccc(CO)cc2)O1 | -9&-6 | · | 8 | -4&1 | · | -18 | -3 | -3&2
CCCn1c(C)cc(/C=C(\C#N)C(=O)OCC(=O)Nc2cccc(S(N)(=O)=O)c2)c1C | -2 | -36 | -35 | -4 | -26 | 1 | -2 | -1
Cc1nc(C(F)(F)F)ccc1C(=O)N1CCC1(C)C(=O)NS(=O)(=O)c1ccc2ccccc2c1 (configuration not stated) | · | -14 | -4 | 2 | -4 | 4 | 3 | -1
O=C1CCCN1CCCNC(=S)Nc1ccc(Br)cc1Cl | -3 | 15 | 4 | · | 8 | · | · | ·
CNC(=O)CCSc1ccc(C)cc1 | 0 | · | · | -2 | · | -5 | · | 1
NS(=O)(=O)c1cccc(NC(=S)NCc2ccccc2)c1 | 3 | 16 | -5 | · | -23 | · | 10 | ·

Single records (already shown).
NS(=O)(=O)c1cccc(NC(=S)NCc2ccccc2)c1 across the screens: ARNT TACC3 PPI: 3; LGR2 antag: 16; PAX8 inh HTS: -5; PglD inh: ·; INS-1E GSIS act: -23; Statin myotox sup: ·; PGC1a acetyl inh: 10; Cneo AK release: ·
CCOc1ccc2nc(N(CCCN(C)C)C(=O)c3ccc(C(=O)c4ccccc4)cc3)sc2c1 across the screens: ARNT TACC3 PPI: ·; LGR2 antag: 1; PAX8 inh HTS: -9; PglD inh: 9; INS-1E GSIS act: -27; Statin myotox sup: ·; PGC1a acetyl inh: ·; Cneo AK release: 2

Carrying on:
SMILES | ARNT TACC3 PPI | LGR2 antag | PAX8 inh HTS | PglD inh | INS-1E GSIS act | Statin myotox sup | PGC1a acetyl inh | Cneo AK release
CC(Sc1nccn1C)C(=O)Nc1ccc(C(N)=O)cc1 (configuration not stated) | -3 | 7 | -11 | 2 | -3 | 4 | · | 2
CC(=O)N[C@H]1CC[C@@H](CCNC(=O)C2CC2)O[C@@H]1CO | -8 | 7 | 12 | 0 | -1 | -5 | -1 | 3
Cc1cnc(C(=O)OC(C)C(=O)Nc2cccc3ccccc23)cn1 (configuration not stated) | -4 | 4 | -15 | 2 | 8 | 15 | 5 | 2
COC(=O)c1ccc(-c2noc(CN(C)Cc3ccncc3C)n2)cc1 | 5 | 0 | 33 | 3 | 9 | -10 | · | -1
CC1=CC(=O)C(C(C)C)=C/C1=N/OS(=O)(=O)c1ccccc1 | 19 | · | 94* | 4 | · | · | 3 | -11
O=C(CSc1nnc(-c2c[nH]c3ccccc23)n1CC1CCCO1)Nc1ccc2c(c1)OCCO2 (configuration not stated) | 10 | · | · | 1 | · | 12 | -26 | 0

Ordered by value in INS-1E GSIS act (rising): 5 of the compounds above.
| molecule | ARNT TACC3 PPI | LGR2 antag | PglD inh | INS-1E GSIS act | PGC1a acetyl inh |
| --- | --- | --- | --- | --- | --- |
| NS(=O)(=O)c1cccc(NC(=S)NCc2ccccc2)c1 | 3 | 16 | · | -23 | 10 |
| C[C@H](CO)N1C[C@H](C)[C@H](CN(C)Cc2ccc3c(c2)OCO3)OCCCC[C@H](C)Oc2ccc(NC(=O)Nc3ccc(F)cc3)cc2C1=O | 11 | -10 | 0 | -22 | -10 |
| Cc1nc2c(C(=O)NCc3ccc4c(c3)OCO4)c[nH]n2c(=O)c1Cc1ccccc1F | 0 | -6 | · | -20 | 1 |
| C[C@H](CO)N1C[C@H](C)[C@H](CN(C)Cc2ccc3c(c2)OCO3)Oc2ccc(NC(=O)C3CCCCC3)cc2CC1=O | 4 | 9 | 8 | -6 | -8 |
| CC1CCc2nn(CC(=O)NCCN3CCCCC3C)cc2C1 (configuration not stated) | · | 6 | -4 | 16 | -1 |
